Salmonella PhoP GFP – PhoP-dependent GFP reporter repression – Salmonella Typhimurium, primary screen (AID 1863); hit rate 0.16% among 300,000; inhibition, % at 50 µM; hits with a dose series show IC50 in µM; S. Typhimurium PhoP-regulated promoter GFP reporter, 4 h; higher % means a stronger effect;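 active = inhibition over 29.93%, a cutoff 3 SD above the screen mean, later confirmed by dose response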;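 also: 0% = low Mg2+ inducing control and 100% = high Mg2+ repressing control; strong numbers were not always called active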
West Nile virus CPE – West Nile virus antiviral activity, cell-based, CPE readout (AID 1621). hit rate 0.02% among 290,000. West Nile virus-infected cells, CPE inhibition; higher % means a stronger effect. one-dose CPE inhibition, % at 10 µM; IC50 in µM for titrated hits; in the data active = a potency from the dose series; also: strong numbers were not always called active
NTR1 agonist – NTR1-driven beta-arrestin-GFP spot formation – imaging, U2OS cells, high content, primary screen (AID 493036); P30989; agonist mode; activation, % at 20 µM; hit rate 0.17% among 330,000;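 active = activation at or above 40% of the spot to cytoplasm intensity ratio, with at least 20 cells analyzed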;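 also: 0% = DMSO without peptide and 100% = 100 nM NTR1 peptide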
Target sequence (P30989 whole entry, looked up): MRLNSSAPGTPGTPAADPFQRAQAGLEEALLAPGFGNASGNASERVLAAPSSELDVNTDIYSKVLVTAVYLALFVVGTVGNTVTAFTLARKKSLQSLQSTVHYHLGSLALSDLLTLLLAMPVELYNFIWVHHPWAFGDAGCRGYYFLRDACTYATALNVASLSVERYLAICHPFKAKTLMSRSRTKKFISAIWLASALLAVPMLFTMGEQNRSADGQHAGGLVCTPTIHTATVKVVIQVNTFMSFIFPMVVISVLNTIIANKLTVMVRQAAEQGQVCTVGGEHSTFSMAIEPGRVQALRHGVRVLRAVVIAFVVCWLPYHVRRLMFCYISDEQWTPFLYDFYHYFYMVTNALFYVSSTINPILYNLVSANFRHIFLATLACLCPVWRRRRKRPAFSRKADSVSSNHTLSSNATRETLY
Large T inhibition – TAg ATPase/helicase activity blockers – biochemical (AID 1903); hit rate 0.39% among 310,000; SV40 large T antigen ATPase/helicase inhibition assay; higher % means a stronger effect; one-dose inhibition, % at 20 µM; IC50 in µM for titrated hits; in the data active = a potency from the dose series; also: strong numbers were not always called active
Rac1 GTP hydrolysis – MgcRacGAP GTPase-activating activity inhibitors, confirmation, biochemical, ADP Hunter fluorescence | inhibition, % at 30 µM; hits with a dose series show IC50 in µM | hit rate 0.6% among 340,000 | MgcRacGAP-stimulated Rac1 GTP hydrolysis, ADP Hunter fluorescence; higher % means a stronger effect; GST-tagged Rac1 F28L mutant substrate;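 active = first-screen hits whose inhibition reached a set limit at any dose in the follow-up dose series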;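 also: fluorescence reports GDP produced by GAP-driven GTP hydrolysis; strong numbers were not always called active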
UTI89 phage lysis – protection from phage-mediated lysis, alamar blue read-out – E. coli UTI89, K1F phage, bacterial capsule biogenesis inhibitors (AID 488966) | E. coli UTI89 K1F phage lysis, alamar blue, 2 h; higher % means a stronger effect | inhibition, % at 100 µM, or IC50 in µM where a hit was titrated | hit rate 0.02% among 340,000;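 active = phage lysis inhibition, versus mean bacterial control, above a set limit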;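 also: capsule biogenesis inhibitors block K1F phage lysis so surviving cells raise fluorescence; higher fluorescence means more inhibition of phage lysis; actives were called in the ten point dose series up to 300 µM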
RSV antiviral HEp-2 – inhibition of RSV-induced cytopathic effect – HEp-2 cells, primary 10 µM value included (AID 2391) | HEp-2 cells, RSV-induced CPE inhibition; higher % means a stronger effect | CPE inhibition, % at 10 µM; hits with a dose series show IC50 in µM | hit rate 0.13% among 310,000; in the data active = a potency from the dose series; also: strong numbers were not always called active
T cell modulator – T cell immune modulation candidate | 2C CD8+ T cell-vesicle binding, flow cytometry; hits give low values | calls only at 7 µM | hit rate 0.068% among 330,000;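 active = response, share of CD8 T cells binding vesicles, and their 90th percentile fluorescence all below set limits, cut at about 80% in these data, passing the limit was not always enough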
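incubation = binding step 1.5 h, 37 °C, antibody labelling 20 min, ice | test system = 2C mouse CD8+ T cells | read-out basis = percent CD8+ FL2 mean versus row control | controls = Peptide-free naked vesicles (low) and QL9 vesicles with 0.7% DMSO vehicle (high) | detection = flow cytometry of vesicle-bound cells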
NS5 inhibitors – flavivirus cap methylation enzyme inhibition – biochemical, confirmation dose response, primary screen (AID 588689); Dengue-2 NS5 methyltransferase capping enzyme assay, biochemical; higher % means a stronger effect; inhibition, % at 25 µM; hits with a dose series show IC50 in µM; hit rate 0.3% among 340,000; in the data active = a potency from the dose series
T cell modulator vesicle-bound % – recorded beside T cell modulator, whose call it bears; double positive events, %; measured here: CD8+ vesicle-bound cell fraction;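 binding gate set so that unloaded-vesicle control wells show 10% double positive cells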
NTR1 agonist cell count 20 µM – further read-out of NTR1 agonist, marked with its call; cell count; measured here: cell count, cytotoxicity flag
NS5 inhibitors pilot replicate – recorded beside NS5 inhibitors, whose call it bears; inhibition, %; measured here: pilot screen replicate inhibition
Starred values were filed as active, the others as inactive; i = inactive; . = no result given; & = joins results of further samples; [ ] = dose if it differs, or a comment.

SMILES | Salmonella PhoP GFP | West Nile virus CPE | NTR1 agonist | NTR1 agonist cell count 20 µM | Large T inhibition | Rac1 GTP hydrolysis | UTI89 phage lysis | RSV antiviral HEp-2 | T cell modulator | T cell modulator vesicle-bound % | NS5 inhibitors | others
Cc1[nH]nc2c1C(c1ccsc1)C(C#N)=C(N)O2 (centres undefined) | 7.3% | -0.1% | 3.9 | 45 | 11.0% | 11.5% | -0.9% | 1.3% | i | 28.2 | -6.8%
COc1cccc(OCc2cc(C(=O)N(C)Cc3nc(C)cs3)no2)c1 | -4.7% | -0.9% | -0.2 | 57 | 18.2% | 7.8% | 0.0% | 2.7% | i | 42.6 | -2.6%
O=C(CCCC1=NS(=O)(=O)c2ccccc2N1)N1CCN(c2ccc(Cl)cc2)CC1 | -2.4% | . | -0.9 | 95 | 26.6% | 14.8% | 0.2% | 1.2% | i | 47.8 | -1.4%
C[C@H](CO)N1C[C@H](C)[C@@H](CN(C)C(=O)NC2CCCCC2)Oc2ccc(NC(=O)Nc3ccccc3)cc2C1=O | . | . | -0.9 | 56 | . | -3.3% | -0.5% | . | i | 9.8 | -9.4%
COc1ccc(NC(C)=O)cc1NC(=O)C1CCCN1C(=O)c1cccs1 (centres undefined) | . | . | 0.2 | 58 | . | 8.6% | 1.8%[50 µM] | . | . | . | -5.8%
O=C1CCSc2ccc(Cl)cc2N1Cc1ccc(Cl)cc1 | -1.3% | -0.2% | 9.7 | 42 | -2.4% | 10.8% | 0.2% | 45.3% | i | 57.9 | .
O=C(Cn1ncc2c1-c1ccccc1OC2)N1CCN(Cc2ccc3c(c2)OCO3)CC1 | -0.9% | -0.3% | 0.3 | 85 | 2.2%&8.3% | 3.8% | 3.3% | -0.8% | i | 15.7 | 4.1%
NNC(=O)C(Cc1cnc[nH]1)NC(=O)OCc1ccccc1 (centres undefined) | -3.2% | 0.4% | 0.5 | 96 | 6.6% | 9.2% | 0.1% | 0.7% | i | 61.9 | 2.7%
CC(=O)Nc1cccc(NCC(=O)Nc2cc(S(=O)(=O)N3CCCCC3)ccc2Cl)c1 | . | . | 5.9 | 69 | . | 6.7% | -1.0% | . | i | 31.7 | 4.8%
COC(=O)c1cccc(NC(=O)CSc2nc(=O)cc(N)n2-c2ccccc2)c1 | 27.6% | 0.6% | -1.6 | 74 | 7.3% | 8.4% | 0.7% | 0.0% | i | 28.0 | -12.3% | NS5 inhibitors pilot replicate=-8.5
CSc1nsc(SCC(=O)Nc2cccc(C(=O)O)c2)n1 | -11.6% | 0.0% | 1.9 | 40 | 9.4% | 2.1% | -0.2% | 1.6% | i | 27.3 | -18.7%
O=C(N/N=C/c1ccc([N+](=O)[O-])cc1)c1[nH]ncc1Br | -4.0% | -0.2% | -0.1 | 38 | 13.7% | 2.8% | -1.6% | 2.8% | i | 59.6 | 2.5%
COc1ccccc1NS(=O)(=O)c1cc(N)ccc1N1CCOCC1 | . | . | 1.1 | 48 | . | 16.4% | 0.3% | . | i | 40.3 | 3.9%
O=Cc1ccccc1OCc1ccc2c(c1)OCO2 | 8.6% | 0.0% | 5.5 | 49 | -1.3% | 6.0% | 0.1% | -0.3% | i | 35.0 | 1.7%
COC(=O)c1cnc(Oc2ccc(NC(=O)NC(=O)c3ccccc3Cl)cc2)cc1C(F)(F)F | -7.3% | -0.4% | 2.1 | 42 | 4.1% | -7.1% | -1.2% | 1.9% | i | 32.8 | -2.3%
CCCN1CCN(C(c2cc3cc(OCC)ccc3[nH]c2=O)c2nnnn2C2CCCCC2)CC1 (centres undefined) | 13.0% | 1.1% | -1.0 | 58 | 1.5% | 7.1% | 0.5% | 0.7% | i | 22.7 | 2.7%
CC(C)(C)NC(=O)NC(=O)COC(=O)CCC1CCCCC1 | -9.1% | 0.9% | 2.3 | 53 | 2.9% | 1.8% | -0.6% | -0.1% | i | 27.8 | -4.8%
CC1CCCCC12NC(=O)N(CC(=O)N1CCN(c3ncccn3)CC1)C2=O (centres undefined) | . | . | 1.2 | 48 | . | 3.1% | -0.1% | -0.1% | i | 34.9 | -5.1%
O=C(OCC(=O)N1CCCCCC1)c1ccc(F)cc1F | . | . | 0.4 | 78 | . | 4.5% | 1.7%[50 µM] | . | . | . | -0.7%
Cc1ccc(S(=O)(=O)N2CCCC(C(=O)NCc3ccco3)C2)cc1Cl (centres undefined) | -0.3% | 0.2% | -0.4 | 66 | 10.5% | 2.9% | -0.5% | -1.6% | i | 4.6 | -4.1%
Nc1ncc(Br)cc1S(=O)(=O)NCCC(=O)NC1CCCCC1 | 14.3% | -0.2% | -1.3 | 65 | 6.2% | -17.4% | 0.1% | -0.3% | i | 23.9 | -4.4%
O=C(c1cnn(-c2cccc(F)c2)c1)c1ccccc1O | -5.5% | 0.0% | 1.6 | 88 | 4.5% | 6.6% | 0.0% | 6.3% | i | 25.3 | -7.3%
CN1C(=O)c2ccccc2C(C(=O)O)C1c1cccc([N+](=O)[O-])c1 (centres undefined) | -10.4% | 0.3% | -0.5 | 86 | 11.8% | 1.9% | 0.8% | 0.5% | i | 58.2 | -0.8%
CCN(CC(=O)NNC(=O)c1ccccc1)Cc1ccc(OC)c(F)c1 | . | . | 1.1 | 62 | . | 2.4% | 0.1%[50 µM] | . | i | 39.0 | -9.2%
COc1cccc(/C=N/NC(=O)CCCC(=O)NC2CCCCC2)c1 | -4.1% | -0.1% | 3.6 | 61 | 7.2% | 4.7% | 2.8%[50 µM] | 1.3% | i | 6.0 | -0.6%
O=C(NC1CCCCC1)C1CC(=O)N(c2ccccc2)C1 (centres undefined) | -2.8% | 0.5% | -1.0 | 39 | 7.4% | 5.9% | 0.3% | 2.8% | i | 18.4 | -21.4%
O=c1[nH]c(=S)[nH]c2scc(-c3ccc(Br)cc3)c12 | . | . | -0.3 | 49 | 14.5% | 7.2% | 4.0% | 12.9% | i | 51.6 | 0.8%
O=C(N/N=C/c1c(F)cccc1Cl)c1cc(C2CC2)[nH]n1 | -6.9% | 0.6% | 0.0 | 47 | 18.6% | 10.9% | 0.5% | 2.9% | i | 7.5 | -5.3%
O=C(NC(Cc1ccccc1)C(=O)O)/C(=C/c1ccco1)NC(=O)c1cccc(Br)c1 (centres undefined) | -33.7% | 0.8% | -0.4 | 40 | 22.3% | 5.4% | 10.6% | -0.2% | i | 25.6 | -2.9%
N#C/C(C(=O)NCCc1ccccc1)=C1/N=C(NC(=O)c2cccs2)c2ccccc21 | -6.4% | -0.3% | 5.0 | 54 | 4.2% | -0.8% | 3.5% | 2.9% | i | 38.1 | 4.4%
Cc1ccc(-c2nc3ccccn3c2NCc2ccc3c(c2)OCO3)cc1 | 14.9% | 0.3% | 0.9 | 76 | 32.6% | 11.7% | 1.3% | 1.3% | i | 18.0 | 4.7%
Cn1cnnc1SCCn1c(N2CCCCC2)nc2c1c(=O)[nH]c(=O)n2C | -2.3% | -0.3% | 1.0 | 78 | 2.9% | 10.4% | -0.1% | -0.6% | i | 38.8 | -2.6%
CCOC(=O)N1CCN(C(=O)c2ccc(-n3c(=S)[nH]c4ccccc4c3=O)cc2)CC1 | 4.4% | -0.2% | 3.6 | 45 | 7.6% | 4.6% | -0.4% | -1.1% | i | 32.6 | -5.5%
O=[N+]([O-])c1nn(-c2ccc(Cl)cc2)n(O)c1=NCc1ccccc1Cl | -9.1% | -0.6% | 3.0 | 68 | 8.6% | 7.2% | -0.1% | 14.0% | i | 23.8 | -2.3%
O=C(CSc1nnc(NC(=O)C2CC(=O)N(c3ccccc3)C2)s1)NCc1ccco1 (centres undefined) | -2.9% | -0.1% | 1.7 | 49 | 10.0% | 17.7% | 0.3%[50 µM] | 0.4% | i | 16.8 | 3.9%
O=C(CC1C(=O)NCCN1Cc1ccc(-c2ccccc2)cc1)NCC1CCOCC1 (centres undefined) | -3.8% | -0.2% | 0.5 | 51 | 9.4% | 2.3% | 0.0% | 0.4% | i | 41.1 | .
Nn1c(COc2cccc(Br)c2)nnc1SCC(=O)N1CCc2ccccc2C1 | 33.2% | -1.1% | -1.4 | 94 | 2.1% | 4.4% | -0.2% | 3.0% | i | 31.4 | -7.3%
Cc1ccc(C)c(Cn2nnc3c(=O)[nH]c(C4CCCN(C(=O)c5ccco5)C4)nc32)c1 (centres undefined) | 5.7% | -1.1% | 0.8 | 38 | 9.3% | 14.2% | -0.3% | 1.3% | i | 25.4 | -2.4%

Filtered by structure: those above with a Cl atom.
SMILES | Salmonella PhoP GFP | West Nile virus CPE | NTR1 agonist | NTR1 agonist cell count 20 µM | Large T inhibition | Rac1 GTP hydrolysis | UTI89 phage lysis | RSV antiviral HEp-2 | T cell modulator | T cell modulator vesicle-bound % | NS5 inhibitors | others
O=C(CCCC1=NS(=O)(=O)c2ccccc2N1)N1CCN(c2ccc(Cl)cc2)CC1 | -2.4% | . | -0.9 | 95 | 26.6% | 14.8% | 0.2% | 1.2% | i | 47.8 | -1.4%
O=C1CCSc2ccc(Cl)cc2N1Cc1ccc(Cl)cc1 | -1.3% | -0.2% | 9.7 | 42 | -2.4% | 10.8% | 0.2% | 45.3% | i | 57.9 | .
CC(=O)Nc1cccc(NCC(=O)Nc2cc(S(=O)(=O)N3CCCCC3)ccc2Cl)c1 | . | . | 5.9 | 69 | . | 6.7% | -1.0% | . | i | 31.7 | 4.8%
COC(=O)c1cnc(Oc2ccc(NC(=O)NC(=O)c3ccccc3Cl)cc2)cc1C(F)(F)F | -7.3% | -0.4% | 2.1 | 42 | 4.1% | -7.1% | -1.2% | 1.9% | i | 32.8 | -2.3%
Cc1ccc(S(=O)(=O)N2CCCC(C(=O)NCc3ccco3)C2)cc1Cl (centres undefined) | -0.3% | 0.2% | -0.4 | 66 | 10.5% | 2.9% | -0.5% | -1.6% | i | 4.6 | -4.1%
O=C(N/N=C/c1c(F)cccc1Cl)c1cc(C2CC2)[nH]n1 | -6.9% | 0.6% | 0.0 | 47 | 18.6% | 10.9% | 0.5% | 2.9% | i | 7.5 | -5.3%
O=[N+]([O-])c1nn(-c2ccc(Cl)cc2)n(O)c1=NCc1ccccc1Cl | -9.1% | -0.6% | 3.0 | 68 | 8.6% | 7.2% | -0.1% | 14.0% | i | 23.8 | -2.3%

From PubChem BioAssay
